Assay outcomes deposited in PubChem by NCI.
NCI-60 one-dose screen, 48 h, at 10 µM unless noted. Numbers give growth in % (100 = growth as untreated, 0 = no growth, -100 = all killed).
NCI-H226: NCI-H226 lung cancer | 79,000 compounds, 3.5% hits | AID 1794732
COLO 205: COLO 205 colon cancer; 79,000 compounds, 7.3% hits; AID 1794742
RXF 393: RXF 393 renal cancer cells | 77,000 compounds, 6.9% hits | AID 1794773
NCI-H460: NCI-H460 lung cancer; 82,000 compounds, 6.8% hits
A498: A498 renal cancer cells; 76,000 compounds, 5.4% hits; AID 1794774
NCI-H522: NCI-H522 lung cancer | 78,000 compounds, 8% hits | AID 1794739
HT29: HT29 colon cancer | 81,000 compounds, 7.4% hits
NCI-H23: NCI-H23 lung cancer; 80,000 compounds, 4% hits; AID 1794731
NCI-H322M: NCI-H322M lung cancer | 80,000 compounds, 2.7% hits | AID 1794733
* = called active by the depositor; . = no result given; & = joins results of further samples; [ ] = another dose, or the depositor's remark. Rule for the calls: active = growth percent below 10; inactive = the rest. Outcome played no part in choosing rows; 12% or so of the library scored in one or more.

SMILES	NCI-H226	COLO 205	RXF 393	NCI-H460	A498	NCI-H522	HT29	NCI-H23	NCI-H322M
C=CC(=O)Nc1cccc(Nc2nc(SC)nc(-c3cccc([N+](=O)[O-])c3)c2C#N)c1	47	20	19	40	-1.1*	39	34	45	74
CCn1cc(C(=O)N/N=C/c2cccnc2)c(=O)c2cc(F)c(N3CCNC(C)C3)c(F)c21 (stereo unspecified)	42	53	59	37	60	39	44	49	58
Cc1ccc(NCn2nc(-c3cnccn3)oc2=S)cc1	88	90	111	107	98	83	97	99	104
CCN(CC)c1ccc(/C=N\NC(=O)N/N=C/c2ccc(N(CC)CC)cc2)cc1	90	112	104	106	64	91	106	98	95
CCCCCCCCCCCCCCCCNC(=S)N/N=C/c1cccc2ccccc12	102	112	124	111	111	84	91	98	103
C(=N\N1CCCCCC1)/c1ccc(/C=N/N2CCCCCC2)cc1	76	128	102	101	.	90	92	87	113
CN(C)c1ccc(/C=C2\S/C(=N/c3nnc(-c4ccc(O)cc4)s3)NC2=O)cc1	64	69	64	21	71	53	49	56	62
C#CCN1C(=O)c2cccc3c(C#CCN4C(=O)c5cccc6cccc(c56)C4=O)ccc(c23)C1=O	98	107	104	101	94	95	104	96	97
CCCCOC(=O)c1ccc(O)c(OC)c1	104	106	113	104	98	.	104	97	118
S=C(SSC(=S)N1CCOCC1)N1CCOCC1	95	29	102	2.9*	91	-50*	.	49	116
CC(=O)Nc1ccc(C)c(C)c1	106	115	109	109	89	107	105	96	106
CCOC(=O)C1=C(C)NC(C)=C(C(=O)OCC(C)C)C1c1cccc(C#N)c1 (stereo unspecified)	77	114	69	100	99	87	97	76	100
O=C(O)/C=C/c1ccco1	106&105	115&131	112	110&106	90&119	87	106&111	103&104	103&99
CCSc1ncc(CO)c(N)n1	86	118	.	115	89	105	93	116	108
COc1ccccc1/C=N/NC(N)=O	110	111	125	109	93	85	104	100	98

Ordered by molar mass (smallest number first): some entries from above
SMILES	NCI-H226	COLO 205	RXF 393	NCI-H460	A498	NCI-H522	HT29	NCI-H23	NCI-H322M
O=C(O)/C=C/c1ccco1	106&105	115&131	112	110&106	90&119	87	106&111	103&104	103&99
CN(C)c1ccc(/C=C2\S/C(=N/c3nnc(-c4ccc(O)cc4)s3)NC2=O)cc1	64	69	64	21	71	53	49	56	62
CCCCCCCCCCCCCCCCNC(=S)N/N=C/c1cccc2ccccc12	102	112	124	111	111	84	91	98	103

Remaining list, next part:
SMILES	NCI-H226	COLO 205	RXF 393	NCI-H460	A498	NCI-H522	HT29	NCI-H23	NCI-H322M
CCC1CCC(CC)C1O (stereo unspecified)	97	111	110	106	86	99	103	103	113
O=C1Nc2ccc(F)cc2/C1=C/c1nc(-c2ccc(F)cc2)n2ccccc12	110	.	108	99	-14*	108	96	104	124
Cc1[nH]c(=S)nc(N)c1N	94	99	100	103	94	76	87	102	98
ICCC(c1ccccc1)(c1ccccc1)c1ccccc1	90	-61*	28	70	52	.	2.6*	66	86
Clc1ccc(CNc2ccccn2)cc1	98	116	111	108	88	100	107	110	96
COC(=O)C(N)Cc1ccc(O)cc1 (stereo unspecified)	100	112	110	106	100	82	103	104	94
O=C(/C=C/c1ccccc1)c1ccc(O)c(CN2CCN(c3cc4c(cc3F)c(=O)c(C(=O)O)cn4C3CC3)CC2)c1	40	90	17	35	-18*	1.5*	5.6*	34	23
CCOC(=O)CCCCCCCCC(=O)Nc1ccc(-n2[nH]c(=O)cc2C)cc1	129	115	96	95	71	90	98	98	102
CCCCCCCc1ccc(C(=O)CCN2CCOCC2)cc1	97	111	106	106	105	94	112	95	98
O=C(O)CCC1CCC(=O)O1 (stereo unspecified)	113	113	114	100	95	99	94	108	114
CCCCCCCCCCCCCCCC(=O)OCC(O)[C@H]1OC(=O)C(O)=C1O (stereo partly specified)	107	.	100	109	108	.	115	95	125
CSc1nc2nc(-c3cc4ccccc4[nH]c3=O)[nH]c2c(=O)[nH]1	95	108	91	100	109	134	110	108	105
CCCCC(=O)N(CCC)CCC	107	146	109	108	.	104	113	105	121
CC1(C)OC(=O)C(=Cc2cccc(C#N)c2)C(=O)O1	94	99	100	107	91	103	108	97	102
CCN1C(=O)N(CC)C2NN3C(=O)C4(SC3=NC21)C(c1ccc([N+](=O)[O-])cc1)CN(C)C41C(=O)Nc2ccccc21 (stereo unspecified)	89	104	106	107	92	95	96	99	96

The final 2 records of the part above lead into the next:
SMILES	NCI-H226	COLO 205	RXF 393	NCI-H460	A498	NCI-H522	HT29	NCI-H23	NCI-H322M
CC1(C)OC(=O)C(=Cc2cccc(C#N)c2)C(=O)O1	94	99	100	107	91	103	108	97	102
CCN1C(=O)N(CC)C2NN3C(=O)C4(SC3=NC21)C(c1ccc([N+](=O)[O-])cc1)CN(C)C41C(=O)Nc2ccccc21 (stereo unspecified)	89	104	106	107	92	95	96	99	96
Cc1cc2c(O)c(-c3ccc(C(C)C)cc3)c3sc(=O)oc3c2cc1C	89	116	109	84	67	74	106	94	98
Nc1ccc2nc(N)sc2c1	.	101	114	117	138	82	117	102	108
C=C(CC[C@@H](C)[C@H]1CC[C@@]2(C)C3=C(C[C@H](O)[C@]12C)[C@@]1(C)CC[C@@H](OC(=O)C[C@@](C)(O)CC(=O)OC)C(C)(C)[C@@H]1CC3)[C@H](C)C(=O)O	102	107	106	100	106	94	100	108	104
CCCCCCCCCCCCOc1ccc(/C(=N\N=C(N)N)c2ccccc2)c(O)c1	104	106	98	101	108	106	105	98	106
O=C(NCc1ccc(Cl)cc1Cl)C1CCC(=O)N1C(=O)Nc1ccc(Cl)c(Cl)c1 (stereo unspecified)	.	109	107	110	85	71	75	99	96
COC(=O)[C@@H](CCCCNC(=O)[C@]12CCC(C)(C)C[C@@H]1C1=CC[C@@H]3[C@@]4(C)C/C(=C/c5ccco5)C(=O)C(C)(C)[C@@H]4CC[C@@]3(C)[C@]1(C)CC2)NC(=O)[C@]12CCC(C)(C)C[C@@H]1C1=CC[C@@H]3[C@@]4(C)C/C(=C/c5ccco5)C(=O)C(C)(C)[C@@H]4CC[C@@]3(C)[C@]1(C)CC2	103	120	119	107	116	94	112	106	94
CCCC1CCCCN1CSCC (stereo unspecified)	104	94	129	115	110	93	107	106	125
Cc1cnc(SCc2ccccc2Cl)[nH]c1=O	106	113	103	111	128	119	114	98	122
C/C(=N\NC(=O)CSc1nc2ccccc2c(=O)n1CCc1ccc(S(N)(=O)=O)cc1)c1ccccc1	94	96	94	98	95	59	94	89	91
CS/C(C#N)=C(\C#N)SC	99	118	.	105	97	84	109	99	105
Nc1ccc(C(=O)Nc2ccc3cc(S(=O)(=O)O)cc(S(=O)(=O)O)c3c2)cc1	95	105	106	107	94	79	92	100	.
Cn1c(O)c(C(=NCCN)c2ccccc2)c(=O)n(C)c1=O	95	115	117	104	125	77	106	75	104
CC1CCCCC1(O)Cc1ccccc1 (stereo unspecified)	96	111	96	110	113	92	.	88	99
NC1=NN=C(c2ccccc2)C(c2ccccc2)S1 (stereo unspecified)	104	112	122	109	706	86	104	100	128
Cc1ccc(N=CNN=C(N)N)cc1	92	113	110	120	99	95	105	106	111

Single records, as listed above. Order of values: NCI-H226	COLO 205	RXF 393	NCI-H460	A498	NCI-H522	HT29	NCI-H23	NCI-H322M
Profile of Cc1cc2c(O)c(-c3ccc(C(C)C)cc3)c3sc(=O)oc3c2cc1C : 89	116	109	84	67	74	106	94	98
Profile of COC(=O)[C@@H](CCCCNC(=O)[C@]12CCC(C)(C)C[C@@H]1C1=CC[C@@H]3[C@@]4(C)C/C(=C/c5ccco5)C(=O)C(C)(C)[C@@H]4CC[C@@]3(C)[C@]1(C)CC2)NC(=O)[C@]12CCC(C)(C)C[C@@H]1C1=CC[C@@H]3[C@@]4(C)C/C(=C/c5ccco5)C(=O)C(C)(C)[C@@H]4CC[C@@]3(C)[C@]1(C)CC2 : 103	120	119	107	116	94	112	106	94

(further entries)
SMILES	NCI-H226	COLO 205	RXF 393	NCI-H460	A498	NCI-H522	HT29	NCI-H23	NCI-H322M
O=C(/C=C/c1ccco1)c1ccc2ccccc2c1	101	107&118	87&107	103&105	93&97	87&85	88&104	92&96	93&102
CCOC(=O)c1[nH]c2c(c1C)-c1[nH]c(=O)c(S(=O)(=O)c3ccccc3)cc1SC2	38[100 µM]	-26*[100 µM]	-5.3*[100 µM]	38[100 µM]	21[100 µM]	-0.2*[100 µM]	13[100 µM]	35[100 µM]	42[100 µM]
O=C(Cn1cc(CSc2nnc3oc4ccccc4n23)nn1)Nc1ccccc1O	73	105	102	105	122	75	113	85	89
CCCCC/C=C\C/C=C/CCCCCCCC1=NC(CC)(CO)CO1 (stereo unspecified)	92	106	109	106	109	.	101	100	90
CC(C)(O)C#CC#CC(C)(C)O	79	.	.	104	94	82	98	89	102
O=C(Nc1cccc(C2=NCCN2)c1)Nc1cccc(C2=NCCN2)c1	108	99&82	98&89	93&104	97&81	99&110	99&79	87&103	111&79
COc1ccc(OC)c(Nc2nnc(-c3cc(OC)c(OC)c(OC)c3)o2)c1	97	104	110	107	90	77	87	91	98
N#CC1=C(N)OC(c2ccc([N+](=O)[O-])cc2)C1(C#N)C#N (stereo unspecified)	102	108	99	117	93	61	91	107	102
COc1ccccc1Cn1cc2c(c1-c1ccccc1)CCc1cnoc1-2	60	20	38	11	43	42	12	37	35
O=C1c2ccccc2C(=O)N1/N=C/c1ccc(Cl)c(Cl)c1	98	112	99	105	95	95	109	115	105
CCCS(=O)(=O)Oc1ccc2c3c(c(=O)oc2c1)CCCCCC3	84	78	95	84	72	80	39	80	92
CCOC(=O)O[C@]1(C(=O)COC(=O)CC)CCC2C3CCC4=CC(=O)C=C[C@]4(C)C3[C@@H](O)C[C@@]21C (stereo partly specified)	78	127	114	96	76	114	119	103	98
O[C@H]1CO[C@H]2[C@@H]1OC[C@@H]2Oc1ccc(Nc2ccnc(Nc3ccc(O[C@H]4CO[C@H]5[C@@H]4OC[C@@H]5O)c(Cl)c3)n2)cc1Cl	4.1*	12	.	1.3*	23	-4.5*	9.3*	-1.7*	-4.1*
O=c1[nH]n(C(=S)N/N=C/c2ccc(F)cc2)c(=O)c2ccccc12	72	105	57	56	105	70	58	75	84
CC(=O)Oc1ccccc1C(=O)Nc1ccc(C(=O)/C=C/c2ccncc2)cc1	93	66	-4.7*	46	100	72	5.4*	.	78
COc1ccc(-c2nc3ccc(-c4nnc(SCC(=O)Nc5ccc(C(=O)/C=C/c6ccccc6)cc5)o4)cc3[nH]2)cc1OC	98	115	110	106	112	98	103	.	102
S=C(/N=C1\NN=C(c2ccc(Cl)cc2)CS1)Nc1ccccc1	93	.	105	107	102	83	95	96	97
O=C1C(Cl)=C(NCCN2CCOCC2)C(=O)c2ncccc21	-38*	-75*	-27*	0.8*	74	-74*	-28*	-42*	1.1*
Nc1ccc2c(c1)Cc1cc(N)c(N)cc1-2	95	103	97	96	99	75	96	86	92
O=C(NCCCN1CCC(N2CCCCC2)CC1)C1=Cc2cc(Br)ccc2OC1	.	46	52	14	53	31	18	56	69
NNC(=O)CCCCCC(=O)NN	104	116	110	109	109	88	97	101	99
C=C(C)[C@@H]1CC[C@]2(C(=O)NCCNCCNC(=O)OC(C)(C)C)CC[C@]3(C)[C@H](CC[C@@H]4[C@@]5(C)CCC(=O)C(C)(C)[C@@H]5CC[C@]43C)[C@@H]12	44[100 µM]	58[100 µM]	36[100 µM]	21[100 µM]	59[100 µM]	40[100 µM]	24[100 µM]	37[100 µM]	74[100 µM]
N#Cc1ccc(-c2nn3c(-c4ccccc4)nnc3s2)cc1	110	109	82	104	79	94	100	.	98
Fc1cnccc1C1CC(c2ccc(N3CCNCC3)cc2)=NN1 (stereo unspecified)	83	96	105	95	97	82	60	84	89
CC(C)CCC[C@@H](C)[C@H]1CC[C@H]2[C@@H]3CC=C4c5sc(Nc6ncccn6)nc5CC[C@]4(C)[C@H]3CC[C@]12C	97	117	106	106	117	98	101	91	91
CCOC1(C)C(=O)C(C)(C)C1(C)Cl (stereo unspecified)	103	.	111	109	103	92	101	99	99
COc1cc(-c2csc(NC(=O)c3cccc(Cl)n3)n2)cc(OC)c1OC	94	123	92	105	86	93	96	101	100
CCCCn1c(=O)c(C2=NC(c3ccc(Cl)cc3)=C2)cc2cc(Cl)ccc21	97	97	89	75	93	94	96	88	90
CC(=O)c1cc2ccc(COC(=O)Nc3ccc(Cl)cc3)cc2oc1=O	91	95	101	87	91	82	74	94	76
CCOC(=O)C1CCN(c2ccc(N3C[C@@H](CNCc4ccc(C(=N)N)cc4)OC3=O)cc2)CC1	97	103	100	103	108	93	105	98	103
CCCCC(CC)CCC(OC(=O)CSC#N)C(C)CC (stereo unspecified)	104	123	112	107	112	109	111	104	101
Clc1ccc2c(N/N=C/c3c[nH]c4ccc(Br)cc34)ccnc2c1	-64*	-44*	.	9.8*	-77*	-67*	-3.1*	-85*	-97*
Cc1cc2ccccc2nc1-c1ccccc1F	99	110	99	107	96	122	119	109	128
NC(=O)C(CCCCN1CCCCC1)(c1ccccc1)c1ccccc1	.	106	110	117	121	.	.	97	128
CCN(CC)CC(C)(C)C(=O)/C=C/c1ccc(Cl)c(Cl)c1	-15*	-53*	-82*	-9.3*	-24*	-48*	-47*	7.6*	23
N#CC1(C#N)C(/C=N/Nc2ccccc2)C(c2ccccc2)C1(C#N)C#N (stereo unspecified)	98	109	115	36	84	34	85	80	60
CC(C)C[C@H](NC(=O)[C@H](CC(C)C)n1ccc2c(ccn2C)c1=O)B(O)O	67	85	78	105	64	45	101	90	104
O=C(Nc1ccc(F)cc1F)c1cc(Cl)ccc1O	.	9.5*	4.0*	7.2*	-34*	-28*	31	5.2*	5.6*
COc1c(O[C@@H]2OC(CO)[C@H](O)[C@H](O)C2O)cc2oc3cc(O)c(CC=C(C)C)c(O)c3c(=O)c2c1CC=C(C)C (stereo partly specified)	87	96	110	101	84	65	94	94	103
O=C1N=C(C=c2ccc(=Cc3[nH]c(=O)[nH]c3O)cc2)C(=O)N1	95	120	107	111	100	94	113	96	116
Cc1c(C)[n+](=O)c(C)c(C)n1[O-]	110	141	153	117	111	109	99	120	116
